CBFb-RUNX1 inh – inhibitors of human CBF-beta and RUNX1 interaction; Q01196+Q13951; AlphaScreen CBFb-His/RUNX1-biotin binding, biochemical; Potency, µM (series often up to 59.8 µM), without a hit: at the top dose activity, negative = inhibition, usual class: inhibitors; 230,000 tested, under 10 active; also: % of control where 0% means no effect
Target sequence (Q01196 whole entry, looked up): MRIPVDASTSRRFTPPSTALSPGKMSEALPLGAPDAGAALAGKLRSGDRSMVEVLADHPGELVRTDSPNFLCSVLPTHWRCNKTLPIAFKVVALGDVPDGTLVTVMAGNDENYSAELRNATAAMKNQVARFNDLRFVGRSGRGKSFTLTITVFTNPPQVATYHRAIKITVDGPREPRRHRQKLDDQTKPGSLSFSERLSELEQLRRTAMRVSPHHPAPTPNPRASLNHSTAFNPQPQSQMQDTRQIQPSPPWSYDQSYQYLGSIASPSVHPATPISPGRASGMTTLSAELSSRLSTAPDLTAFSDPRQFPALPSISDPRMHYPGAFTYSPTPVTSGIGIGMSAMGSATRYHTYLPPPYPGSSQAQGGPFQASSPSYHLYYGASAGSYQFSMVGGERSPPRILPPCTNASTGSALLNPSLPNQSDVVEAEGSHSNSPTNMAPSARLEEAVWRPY
Target sequence (Q13951 whole entry, looked up): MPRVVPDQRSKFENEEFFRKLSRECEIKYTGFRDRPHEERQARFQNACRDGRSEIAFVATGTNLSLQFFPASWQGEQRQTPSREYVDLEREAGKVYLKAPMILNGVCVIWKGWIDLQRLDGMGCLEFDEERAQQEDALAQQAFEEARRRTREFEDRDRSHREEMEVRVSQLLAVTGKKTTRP
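Compounds were screened at multiple concentrations against a preformed CBF-beta(His)/RUNX1(biotin) complex (30 nM of each) for 15 min at room temperature, followed by 90 min with nickel and streptavidin beads and AlphaScreen reading.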
IMPase Li inh – membrane-permeable IMPase blocker, potentiated with lithium; CHO-M1 cells, IP1 TR-FRET (IP-One), carbachol + lithium; Potency, µM (series often up to 59.4 µM), for the others: at the highest dose activity, negative = IMPase inhibition, most hits filed as inhibitors; 210,000 tested, 0.35% active; AID 1457;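 also: IP1 builds up when IMPase is blocked and the TR-FRET signal falls; potency is read from the fitted curve at half-maximal effect; plate controls were basal vehicle for no effect and high inhibitor control for full effect; nearly all actives have a fitted effect of over 50% in size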
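CHO cells stably expressing M1 receptor (2000/well, cultured 16–30 h) treated 30 min at 37C with compound plus low lithium. Cytosolic IP1 by TR-FRET (665/620 ratio and 620 channel) after 10 min lysis; AC50 by Hill fit.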
SMN2 splice up – increases expression of the SMN2 splice variant | HEK293 SMN2-luciferase splicing reporter, luminescence, 30-36 h | Potency, µM (titrated, usually from 46.1 µM), without a hit: at the top dose activity change, positive = activation, actives largely listed as activators | 210,000 tested, 2.8% active; also: potency is read from the fitted curve at half-maximal effect; % of control where 0% means no effect; nearly all actives have a fitted effect of over 55% in size
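HEK293 cells carry an SMN2 minigene-luciferase reporter in which exon 7 inclusion puts luciferase in frame. Cells were seeded at 2000 cells/well, attached for 10-12 hours, then exposed to compounds for 30-36 hours at 37C before ONE-Glo luminescence.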
HttQ103 aggreg – reduces HttQ103-GFP aggregates in PC12 cells; PC12 HttQ103-GFP aggregates, Acumen cytometry, 40 h; Potency, µM (doses to about 46.1 µM), for inactives: at the top dose activity change, negative = inhibition, hits mostly inhibitors; 220,000 tested, 1.1% active; AID 1688; also: potency is read from the fitted curve at half-maximal effect; % is scaled to controls: 0 for no effect and ±100 for the full control effect; nearly all actives have a fitted effect of over 60% in size
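Quantitative HTS on tebufenozide-induced (100 nM) PC12 cells stably expressing polyQ103 Huntingtin exon 1–GFP. Reduction of bright GFP aggregates, detected by laser scanning cytometry after lysis, identified actives across the titration.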
Lamin A splicing – LMNA splicing modulation | HeLa LMNA splicing GFP/RFP minigene ratio, 48 h | Potency, µM (doses to about 46.1 µM), without a hit: at the highest dose ratio change, negative = inhibition, most hits filed as inhibitors | 200,000 tested, 0.01% active; active = well fitted inhibition curve with a large enough effect in the signal ratio, with a control signal flat, not every such curve was filed as active; inconclusive = small, poorly fitted or top-dose-only effect, or effect the other way, or a change in a side signal; the % refers to the signal ratio; also: potency is read from the fitted curve at half-maximal effect; % is scaled to controls: 0 for no effect and ±100 for the full control effect
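Read-out is the ratio of GFP to DsRed2 object intensity, acquired by 488 nm laser-scanning cytometry on HeLa lamin A-EGFP minigene reporter cells. Compound incubation 48 hrs at 37 °C in Opti-MEM with 2% FBS; DMSO 0.5% final.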
Luc counter – Kinase-Glo luciferase inhibition (counter-screen); Q27757; Kinase-Glo luciferase, ATP luminescence, 8 min; Potency, µM (titrated, usually from 38.3 µM), inactives show at the top dose activity change, negative = inhibition, hits mostly inhibitors; 200,000 tested, 0.28% active; also: potency is read from the fitted curve at half-maximal effect; % is scaled to controls: 0 for no effect and ±100 for the full control effect; nearly all actives have a fitted effect of over 60% in size
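Compounds were added to a substrate mix at pH 7.2 (50 mM imidazole, 10 uM ATP, within the enzyme's linear range), followed by Kinase-Glo detection reagent; luminescence was measured after 8 minutes at ambient temperature.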
HTT cytoprotect – cytoprotection in Huntington HTT-Q103 PC12 cell model | Potency, µM (doses to about 56.4 µM), without a hit: cytoprotection (ATP increase), actives largely listed as activators | 230,000 tested, 0.14% active | AID 1471 | PC12 HTT-Q103 induced, cytoprotection, ATP luminescence, 40 h;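 also: potency is read from the fitted curve at half-maximal effect; % of control where 0% means no effect; nearly all actives have a fitted effect of over 45% in size; toxic huntingtin expression switched on by the ecdysone agonist tebufenozide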
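PC12 cells stably carrying ecdysone-inducible Htt exon 1 (Q103)–GFP were induced with 100 nM tebufenozide (final) alongside library compounds in a dose series. Cytoprotection was scored as retained ATP by ATPlite luminescence.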
* hit, by the source's call; ? = inconclusive; . = not tested or not shown; & = joins results of further samples; [ ] = dose if it differs, or a comment. Unless noted, calls follow the shape of the dose curve; as a rule, active = well fitted curve in the direction sought with a large enough effect; inconclusive = small, poorly fitted or top-dose-only effect, or another doubt; inactive = no such curve, though single readings can be large; an effect the other way counts as inactive or inconclusive.

Start of the data: the first two entries, to show the layout:
compound	CBFb-RUNX1 inh	IMPase Li inh	SMN2 splice up	HttQ103 aggreg	Lamin A splicing	Luc counter	HTT cytoprotect
Cn1c(=O)c2c(ncn2CC(=O)N/N=C/C(Br)=C/c2ccccc2)n(C)c1=O	1.0%	-1.4%	3.2%	?	?	2.7%	-5.4%[10 µM]
CCOC(=O)c1ccc(NC(=O)CN(Cc2ccc(Cl)cc2)S(C)(=O)=O)cc1	7.4%	29.1%[38.3 µM]	-0.8%	8.9%	4.7%	-3.7%	26.5%

All compounds of this part, previewed entries included:
compound	CBFb-RUNX1 inh	IMPase Li inh	SMN2 splice up	HttQ103 aggreg	Lamin A splicing	Luc counter	HTT cytoprotect
Cn1c(=O)c2c(ncn2CC(=O)N/N=C/C(Br)=C/c2ccccc2)n(C)c1=O	1.0%	-1.4%	3.2%	?	?	2.7%	-5.4%[10 µM]
CCOC(=O)c1ccc(NC(=O)CN(Cc2ccc(Cl)cc2)S(C)(=O)=O)cc1	7.4%	29.1%[38.3 µM]	-0.8%	8.9%	4.7%	-3.7%	26.5%
Cc1ccc(CNC(=O)C(NS(=O)(=O)c2cccs2)C(C)C)cc1 (centres undefined)	8.8%	19.7%[38.3 µM]	-3.2%&-8.9%	8.9%	0.7%	-0.8%	-6.6%[10 µM]
COc1cccc(NC(=O)c2cc(-c3ccncc3)nc3c(C)cc(C)cc23)c1	-11.7%	10.4%	4.8%	-7.8%	7.6%[46 µM]	-1.6%	23.8%[10 µM]
COc1ccccc1CCNC(=O)CSc1nnc2ccc(-c3cccnc3)nn12	-16.3%	-3.5%	1.3%	?	2.2%[46 µM]	1.4%	-23.5%
Cc1noc(C)c1CN(C(=S)NC1CC2CCC1C2)c1ccccc1 (centres undefined)	7.1%	7.3%	-42.8%[inhibitor]	-5.4%	-4.3%[46 µM]	0.5%	?
O=C(Nc1cc([N+](=O)[O-])ccc1Cl)C1CC1	-0.5%	-1.1%	-11.0%	2.1%	10.6%	3.5%	?
Cc1ccc2cccc(SCC(=O)NCc3ccco3)c2n1	1.5%	-14.1%[38.3 µM]	-9.4%	24.1%	6.8%	6.4%	-22.4%[10 µM]
S=C(NCc1ccccc1)NC1CCCCC1	1.5%	11.4%	.	-6.4%[9.22 µM]	10.2%[46 µM]	-3.2%	5.2%[10 µM]
COc1ccc(C(=O)Nc2ccccc2-c2ccccc2)cc1Cl	18.6%	6.4%	-6.7%[1.84 µM]	-7.3%	?	-1.4%	9.8%[10 µM]
CCOC(=O)c1c(C)[nH]c(-c2csc(C)n2)c1C	2.6%	8.0%	61.7%	6.7%	.	1.3%	-31.7%
COc1ccc(Cl)cc1S(=O)(=O)Nc1ccncc1	-2.5%	-1.8%	6.8%	-7.1%[9.22 µM]	14.9%[46 µM]	1.6%	-15.3%
Cc1cc2n(n1)SC(Nc1ccccc1)N2 (centres undefined)	0.5%	-14.0%[38.3 µM]	9.9%	19.3%	4.7%	-6.6%	-10.9%
CCn1nc(C)c(Br)c1-c1nc(-c2ccc(C)cc2)no1	10.1%	.	.	-20.1%[9.22 µM]	.	.	-17.8%[10 µM]
CC1(C)CC(=O)C2=C(C1)N(Cc1ccco1)C(=O)NC2(C(F)(F)F)C(F)(F)F	-0.7%	-12.2%[38.3 µM]	13.2%	4.3%	0.3%	-2.0%	8.0%[0.074 µM]
CC(=O)Nc1ccc2nc(NC(=O)c3ccc([N+](=O)[O-])s3)sc2c1	?	.	.	14.5%[9.22 µM]	?	.	15.1%[10 µM]
COc1ccccc1C(O)c1nccn1C (centres undefined)	6.4%	.	.	-25.4%[9.22 µM]	-4.4%[46 µM]	.	1.2%[10 µM]
CC(C)CCNC(=O)c1ccc2c(c1)ncn2C1CCCCC1	7.8%	-1.3%[38.3 µM]	-4.0%	-13.3%	3.5%	1.9%	-24.7%
O=C(Nc1cc(C(F)(F)F)ccc1F)C1CCCC1	0.4%	5.8%[38.3 µM]	1.1%	8.2%	11.0%	-0.9%	6.4%
O=C(Nc1ccc(C(=O)O)cc1)/C(=C\C=C\c1ccccc1)NC(=O)c1cccc(Br)c1	-3.2%	2.1%	-39.6%[inhibitor]	3.9%	.	8.6%	-26.5%
O=[N+]([O-])c1ccc(NCCCN2CCOCC2)c([N+](=O)[O-])c1	5.8%	16.0%	.	4.1%[9.22 µM]	-2.1%[46 µM]	-1.4%	16.0%[10 µM]
Cc1cc(C(=O)NNC(=O)c2ccc(S(=O)(=O)N(C)C)cc2)c(C)o1	-2.2%	-5.1%	-7.1%	-18.4%	-12.9%	-4.9%	19.2%[10 µM]
COc1ccccc1NC(=O)CSCc1ccc([N+](=O)[O-])cc1	-5.6%	8.5%	9.3%	18.8%	32.7%[46 µM]	-1.1%	-3.5%
COc1ccccc1OCCSc1nc2ccccc2c(=O)[nH]1	-0.6%	25.8%[38.3 µM]	?	-24.2%	2.4%	-1.2%	-14.1%
CCOC(=O)N1CCC(c2cc(=O)n3[nH]ccc3n2)CC1	-4.4%	-0.7%[38.3 µM]	-4.8%	-13.6%	10.9%	2.2%	-6.5%
CCNc1nc(=S)nc(NC(C)C)[nH]1	-2.6%	-1.0%	12.1%	?	-4.7%	2.8%	-5.4%[10 µM]
CCOc1ccc(N(CC(=O)Nc2ccccc2C)S(=O)(=O)c2c(C)noc2C)cc1	-2.1%	22.9%[38.3 µM]	-25.1%	23.4%	-20.2%	4.3%	-13.4%
COc1ccc2c(c1)C1=NN(/C(C)=C/C(C)=O)C(c3ccc(F)cc3)C1CC2 (centres undefined)	10.1%	2.5%	8.0%	25.7%	?	-4.5%	16.9%[10 µM]
CC(=O)Nc1ccc(S(=O)(=O)NC(CC(=O)NCCCN2CCOCC2)C(C)C)cc1 (centres undefined)	-1.4%	-4.4%[38.3 µM]	12.6%	?	11.3%	-3.0%	-14.8%
CC(C)C(=O)Nc1ccc(C(=O)NNC(=O)CCc2ccccc2)cc1	-5.4%	-9.6%	6.9%	16.8%	-2.6%	-3.5%	-11.5%[10 µM]
COc1ccc(-c2nnc(SCC(=O)N3CCC(Cc4ccccc4)CC3)o2)cc1OC	-3.0%	16.4%[38.3 µM]	-28.1%	?	?	-2.1%	-23.0%[10 µM]
CCOC(=O)C1(C)NC(c2ccco2)C2C(=O)N(CC)C(=O)C21 (centres undefined)	7.7%	0.0%	.	-5.0%[9.22 µM]	1.2%[46 µM]	-2.9%	-9.4%[10 µM]

4 of the entries above in order of the Lamin A splicing value, rising:
smiles | CBFb-RUNX1 inh | IMPase Li inh | HttQ103 aggreg | Lamin A splicing
Cc1ccc2cccc(SCC(=O)NCc3ccco3)c2n1 | 1.5% | -14.1%[38.3 µM] | 24.1% | 6.8%
O=C(Nc1cc([N+](=O)[O-])ccc1Cl)C1CC1 | -0.5% | -1.1% | 2.1% | 10.6%
CCOC(=O)N1CCC(c2cc(=O)n3[nH]ccc3n2)CC1 | -4.4% | -0.7%[38.3 µM] | -13.6% | 10.9%
O=C(Nc1cc(C(F)(F)F)ccc1F)C1CCCC1 | 0.4% | 5.8%[38.3 µM] | 8.2% | 11.0%

Going on with the list.
compound	CBFb-RUNX1 inh	IMPase Li inh	SMN2 splice up	HttQ103 aggreg	Lamin A splicing	Luc counter	HTT cytoprotect
Cc1cc(C(=O)COC(=O)c2n[nH]c3ccccc23)c(C)n1C	-10.0%	6.3%	2.82µM*	-2.2%	-10.8%	-6.8%	-15.7%[0.074 µM]
O=C(COC(=O)C1(c2ccc(F)cc2)CCCC1)Nc1ncc(C(F)(F)F)cc1Cl	4.4%	11.0%	6.8%	-6.3%	0.4%	0.6%	-7.0%[1.9 µM]
CCC/C(=N\NC(=O)CNC(=O)c1ccc(Cl)cc1)c1ccccc1	3.3%	-6.4%	-9.6%	-5.9%	1.1%[46 µM]	10.6%	-20.6%
O=C1c2ccccc2C(=O)N1c1n[nH]c(CCc2ccccc2)n1	9.0%	-22.7%[38.3 µM]	0.0%	24.7%	8.7%	-10.5%	13.1%
O=C(NNC(=S)NC(=O)c1cn(-c2ccccc2)nc1-c1ccccc1)c1ccncc1	?	2.5%	.	?	.	.	-57.9%[inhibitor]
Cc1cccc(NC(=O)CCCSc2nc3ccccc3[nH]2)c1	-3.5%	2.9%	-35.8%[inhibitor]	3.0%	?	-3.2%	-3.8%[10 µM]
CCOC(=O)C(C(=O)OCC)C(C[N+](=O)[O-])c1ccccc1 (centres undefined)	0.2%	-1.6%	-4.1%	2.5%	.	11.0%	-16.8%
COc1cc(/C=C/C(=O)N2CCN(c3n[nH]c(=O)[nH]c3=O)CC2)cc(OC)c1OC	0.7%	-1.8%	-3.8%	-5.2%	4.8%[46 µM]	0.4%	-0.4%
CCC(CO)NC1=C([N+](=O)[O-])C(=O)CC(C)(C)C1 (centres undefined)	2.1%	-2.1%	-33.6%[inhibitor]	15.0%	-8.1%	2.5%	17.4%[10 µM]
Cc1ccc(CSCC(=O)N2CCCC2)cc1	2.8%	-4.4%	23.9%	4.8%	8.1%[46 µM]	0.1%	?
CC1=CCc2c(cc3oc(C)cc(=O)c3c2O)OC1	15.8%	3.0%	6.5%	.	.	-2.8%	.
Nc1ccc(-n2nncc2-c2ccc(Cl)cc2)cc1	-3.7%	17.6%[38.3 µM]	-17.4%	?	-4.3%	-3.2%	-2.1%
Cc1nn2c(-c3ccc(Cl)cc3)ccnc2c1-c1ccccc1	0.4%	40.1%[activator][38.3 µM]	-5.2%	10.4%	9.7%	-1.1%	24.6%
CCn1cc(C(=O)O)c(=O)c2cc(F)c(N3CCN(C(=S)NC(=O)c4ccccc4Cl)CC3)cc21	9.5%	.	.	1.4%[9.22 µM]	.	.	11.3%[10 µM]
O=C(CC1NC2CCCCC2NC1=O)Nc1ccc2c(c1)OCO2 (centres undefined)	5.6%	0.1%[38.3 µM]	20.8%	-2.1%	11.0%	-1.0%	-20.1%
CCOC(=O)C1(C(C)(C)CC)CC(CSc2nc3ccccc3[nH]2)OC1=O (centres undefined)	4.0%	15.4%	-54.4%[inhibitor]	-4.4%	?	3.0%	26.3%[10 µM]

Screening results from PubChem.
